esBAF inh: Bmi1 luciferase reporter increase in mESCs, primary screen, esBAF inhibitor project, mouse ES cells, Bmi1 luciferase knock-in, single point | 24 h; 100% = twice the neutral-well signal | reporter increase, % at 12.5 µM | hit rate 2% among 350,000; in the data active means activation above about 40%;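 further: 0% = median of the plate's neutral control wells and 100% = double that signal; a rise in the Bmi1 reporter signal indicates esBAF inhibition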
LGR2 inh: inhibitors of bursicon-induced LGR2 CRE-luciferase signal, primary screen, cell-based, HEK293, CRE-luciferase reporter, bursicon stimulation | bursicon-stimulated, 4 h | inhibition, % at 9.99 µM | hit rate 0.35% among 380,000;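 active means drop in luminescence signal, shown as inhibition above about 50% in the replicate tests, limit read from the data, passing the limit was not always enough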;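 further: agonist challenge used bursicon conditioned medium at about half maximal strength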
Statin myotox sup: suppressors of statin myotoxicity in C2C12 myotubes, primary screen, cell-based, single point, plate reader; hit rate 0.78% among 330,000; C2C12 myotubes + simvastatin, ATP luminescence, 48 h; scaled: DMSO 0, geranylgeraniol control 100; rescue of ATP level, % at 7.49 µM;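 active means mean ATP rescue above about 67%, or every replicate alone reaching that limit, limit read from the data, passing the limit was not always enough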;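 further: myotubes were challenged with 10 µM simvastatin during compound exposure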
FN deposition inh: inhibitors of fibronectin matrix deposition, primary screen, AH1F cells, Alexa488-fibronectin fluorescence, plate reader; AH1F fibroblasts, overnight; inhibition, % at 12.6 µM; hit rate 0.086% among 350,000; AID 743247, 2014;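 active means mean inhibition across replicates of 30% or more, regardless of how many single replicates reach that level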;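 further: positive control wells lacked labelled fibronectin entirely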
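Assay system: AH1F fibroblasts / Quantity: 10000 cells per well / Medium: DMEM plus 2% serum, read in PBS / Reagent: labelled fibronectin 24 nM / Dosing: single dose, pinned / Times: 1 h cell attachment, overnight exposure to compound and label / Signal: fluorescence, ex 485 nm, em 525 nm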
Casp6 inh: human caspase-6 inhibitors, primary screen, biochemical, VEID-R110 fluorescence, single point, set 2 | hit rate 0.53% among 350,000 | inhibition, % at 12.5 µM | purified caspase-6, Z-VEID-R110 cleavage fluorescence | P55212 | AID 686996, 2013;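 active means mean inhibition across replicates at least about 35%, with every replicate also reaching that limit, limit read from the data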;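 further: 0% = median of neutral control wells and 100% = no fluorescence left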
Target sequence (P55212 24-179 limits assumed): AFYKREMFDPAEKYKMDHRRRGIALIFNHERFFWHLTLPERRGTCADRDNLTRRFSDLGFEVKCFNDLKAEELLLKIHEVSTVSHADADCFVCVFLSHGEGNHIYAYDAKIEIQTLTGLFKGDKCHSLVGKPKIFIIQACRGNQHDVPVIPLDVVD
Target sequence (P55212 194-293 limits assumed): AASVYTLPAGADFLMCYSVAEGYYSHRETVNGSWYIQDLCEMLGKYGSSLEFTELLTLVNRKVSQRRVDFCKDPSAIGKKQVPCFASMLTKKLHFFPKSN
SIRT5 inh: SIRT5 desuccinylase inhibitors, primary screen, biochemical, fluorescence imaging, single point, set 5; hit rate 1.1% among 330,000; NAD-dependent protein deacylase sirtuin-5, mitochondrial (Homo sapiens), Q9NXA8; Purified SirT5, succinyl-peptide AMC, trypsin-coupled fluorescence; inhibition, % at 15 µM; AID 652115, 2013; in the data active means inhibition above about 15%
Target sequence (Q9NXA8 whole entry, looked up): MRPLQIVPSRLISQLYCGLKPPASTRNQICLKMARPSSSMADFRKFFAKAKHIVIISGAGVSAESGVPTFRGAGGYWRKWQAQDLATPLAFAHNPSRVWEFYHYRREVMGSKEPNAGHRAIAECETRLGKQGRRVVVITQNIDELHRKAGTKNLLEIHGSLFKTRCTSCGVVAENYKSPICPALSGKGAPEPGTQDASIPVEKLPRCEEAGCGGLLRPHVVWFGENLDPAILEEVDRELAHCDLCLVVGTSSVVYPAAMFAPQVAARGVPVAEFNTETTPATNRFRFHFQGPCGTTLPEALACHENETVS
S100A4 MyoIIA: inhibitors of S100A4-myosin IIA peptide binding, primary screen, biochemical, fluorescence polarization, TAMRA-MyoIIA peptide | Protein S100-A4 (Homo sapiens), P26447 | inhibition, % at 10.7 µM | hit rate 0.14% among 360,000;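 active means mean inhibition of at least 70% across replicates, with every replicate also reaching that level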
Target sequence (P26447 whole entry, looked up): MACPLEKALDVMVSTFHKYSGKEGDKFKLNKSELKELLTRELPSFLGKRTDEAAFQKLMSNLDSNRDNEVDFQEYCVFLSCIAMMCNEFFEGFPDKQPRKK
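Compound dosing: one dose per compound; test system: human S100A4 monomer with TAMRA-labelled myosin IIA peptide; probe or stimulus: TAMRA-labelled myosin IIA heavy-chain peptide probe, 5 nM; medium: HEPES buffer with Ca2+, pH 7.2; schedule: 5 min incubation before reading; benchmarks: neutral control DMSO, positive control TFP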
* hit, by the source's call; . = no result given; & = joins results of further samples.

No. | SMILES | esBAF inh | LGR2 inh | Statin myotox sup | FN deposition inh
1 | COc1ccc(CN(C)C[C@H]2OCCCC[C@@H](C)Oc3ccc(NS(=O)(=O)c4ccccc4)cc3C(=O)N([C@@H](C)CO)C[C@H]2C)cc1 | 0 | -3 | . | -18
2 | COc1ccc(CC(=O)O/N=C(\N)Cc2ccc([N+](=O)[O-])cc2)cc1 | -9 | -1 | 2 | -3
3 | Cc1ccc(S(=O)(=O)NCC2CCN(C(=O)C(=O)c3cccs3)CC2)cc1 | . | 14 | . | -11
4 | COCC(=O)N1[C@H](CO)[C@@H]2c3ccccc3N(C(=O)c3cccc(OC)c3)C[C@@H]21 | -1 | -5 | 1 | .
5 | CC1=CC(C)(C(Cl)Cl)C(C)=CC1=O (stereo not given) | -12 | . | 9 | 0
6 | C[C@@H]1CN([C@H](C)CO)C(=O)c2cccc(NC(=O)C3CC3)c2O[C@@H]1CN(C)Cc1ccc(Oc2ccccc2)cc1 | -2 | 2 | -10 | .
7 | O=C(Nc1ccc(S(=O)(=O)N2CCCCC2)cc1)C1CC1 | -9 | -4 | -4 | 3
8 | COc1cc2c(cc1OC)C(C)N(S(=O)(=O)c1ccc(C)cc1)CC2 (stereo not given) | -1 | -14 | -6 | 18
9 | Cc1ccc(N2CCN(C(=O)c3cccc([N+](=O)[O-])c3)CC2)cc1Cl | -2 | 25 | -13 | 2
10 | CN(C)CCC(O)(c1ccccc1)c1ccccc1Cl (stereo not given) | . | . | . | -5
11 | CC(C)(CNC(=O)c1cccc(S(=O)(=O)Nc2ccc(Br)cc2)c1)N1CCOCC1 | -4 | -8 | -12 | -1
12 | CCCNC(=O)[C@@H]1[C@@H](CO)[C@@H]2Cn3c(ccc(-c4ccc(F)cc4)c3=O)[C@@H]2N1CC | 2 | -6 | 11 | .
13 | C/C=C/c1ccc(OCC(=O)OCc2csc(Nc3ccc(C)cc3)n2)c(OC)c1 | . | -56 | . | -4
14 | COc1ccc(S(=O)(=O)NCCc2cn3nc(C)c(C)nc3n2)cc1 | 6 | -1 | 3 | 1
15 | O=C(c1ccc(F)cc1)C1CCN(C(=O)c2ccccc2F)CC1 | 4 | -3 | 6 | 0

No. | Casp6 inh | SIRT5 inh | S100A4 MyoIIA
1 | -1 | -5 | 9
2 | 0 | 0 | 4
3 | -8 | . | -2
4 | 1 | 1 | 1
5 | . | . | .
6 | 20 | 4 | 12
7 | -4 | -5 | -7
8 | 2 | 0 | 1
9 | -3 | -2 | 2
10 | 1 | 0 | -6
11 | 1 | 2 | 13
12 | . | . | .
13 | 0 | 12 | -4
14 | -2 | -5 | 8
15 | 18 | -2 | -22

Single records (already shown). Order of screens: esBAF inh, LGR2 inh, Statin myotox sup, FN deposition inh, Casp6 inh, SIRT5 inh, S100A4 MyoIIA
`COc1ccc(S(=O)(=O)NCCc2cn3nc(C)c(C)nc3n2)cc1` reads 6, -1, 3, 1, -2, -5, 8
`Cc1ccc(S(=O)(=O)NCC2CCN(C(=O)C(=O)c3cccs3)CC2)cc1` reads ., 14, ., -11, -8, ., -2

Additional records.
No. | SMILES | esBAF inh | LGR2 inh | Statin myotox sup | FN deposition inh
16 | CCCNC(=O)C[C@H]1CC[C@@H]2[C@H](COC[C@H](O)CN2C(=O)Nc2c(C)noc2C)O1 | -2 | -24 | 1 | 5
17 | COc1ccc(/C=C/C(=O)OC2CCCN(C)C2)cc1 (stereo not given) | . | -10 | . | 3
18 | COC(=O)c1cc(S(=O)(=O)NCC2CCN(Cc3cccc(Cl)c3)CC2)c[nH]1 | 7 | 16 | 3 | -8
19 | COc1ccc(S(=O)(=O)N2CCCCCC2)cc1C(=O)NCc1ccc(C)cc1 | 2 | 13 | -2 | 1
20 | Cc1ccc(S(=O)(=O)N(C)C[C@H]2OCCCC[C@H](C)Oc3ccc(NS(C)(=O)=O)cc3C(=O)N([C@@H](C)CO)C[C@H]2C)cc1 | 5 | -5 | . | 6
21 | COc1ccc(-c2cc(C(F)(F)F)n3nc(C(=O)O)nc3n2)cc1 | -1 | . | 62 | -2
22 | C[C@@H]1CCCCO[C@@H](CN(C)Cc2ccccc2)[C@H](C)CN([C@H](C)CO)C(=O)c2cc(NS(=O)(=O)c3cccs3)ccc2O1 | -5 | -29 | . | -5
23 | Nc1ccc2nc(-c3cccc(-c4nc5ccc(N)cc5[nH]4)c3)[nH]c2c1 | . | 1 | . | -24
24 | CNc1ccccc1C(=O)OCC(=O)N1CCN(c2ccc(OC)cc2)CC1 | 6 | 1 | 21 | 0
25 | O=C(O)c1ccc(NNC(=S)Nc2cc(C(F)(F)F)ccc2Cl)cc1 | 54* | -15 | -47 | -2
26 | CSc1cccc(NC(=O)OC2CCCCCCCCCCC2)c1 | 1 | 24 | 11 | 1
27 | COc1ccc(OC)c(S(=O)(=O)Nc2ccc(C)c(C)c2)c1 | -7 | -37 | 8 | 8
28 | COc1nonc1NC(=O)CSc1nc2ccccc2[nH]1 | -5 | 23 | -6 | .
29 | CO[C@@H]1CN(C)C(=O)c2cc(NS(=O)(=O)c3ccc(F)cc3)ccc2OC[C@H](C)NC[C@@H]1C | -4 | 2 | 0 | 0
30 | C[C@@H]1CN([C@H](C)CO)C(=O)c2cc(C#CC3CCCC3)cnc2O[C@@H]1CN(C)C(=O)Cc1ccccn1 | 1 | 1 | 4 | .

No. | Casp6 inh | SIRT5 inh | S100A4 MyoIIA
16 | -3 | 3 | -4
17 | -2 | 1 | 6
18 | -7 | 0 | -8
19 | 4 | 0 | -12
20 | 0 | 0 | 4
21 | . | . | .
22 | 0 | -3 | 9
23 | 0 | 17* | -6
24 | 3 | -8 | -12
25 | 2 | 4 | -2
26 | 1 | -1 | 2
27 | . | . | .
28 | . | . | .
29 | 0 | -5 | 7
30 | 2 | 0 | 5

Carrying on:
No. | SMILES | esBAF inh | LGR2 inh | Statin myotox sup | FN deposition inh
31 | CCOC(=O)C1=CCN(S(=O)(=O)c2cccc(Cl)c2)C1c1ccc(Cl)cc1 (stereo not given) | . | 5 | . | .
32 | CCC(C)(C)NC(=O)C(c1cccn1C)N(C(=O)Cn1nnc2ccccc21)c1ccc(NC(C)=O)cc1 (stereo not given) | . | 9 | . | -1
33 | Cc1ccc(NC(=S)N/N=C2/CCCCc3ccccc32)cc1 | . | -22 | . | 4
34 | CC(=O)c1cccc(NC(=O)C(C)Sc2nnc3ccccn23)c1 (stereo not given) | 0 | -16 | 2 | 2
35 | COc1ccc(NC(=O)N(C)C[C@H]2Oc3c(NS(=O)(=O)c4cccs4)cccc3C(=O)N([C@@H](C)CO)C[C@@H]2C)cc1 | -6&5 | 2 | -33&-5 | 10
36 | Cc1cc(/C=C2\Sc3ccccc3N2C)cc(C)[n+]1CC1CCCO1 (stereo not given) | . | 6 | . | -7
37 | COc1ccc(OC)c(NC(=O)COc2coc(CN3CCCc4ccccc43)cc2=O)c1 | . | 15 | 1 | -6
38 | O=C(CN1CCOCC1)Nc1cccc(Cl)c1Cl | 0 | . | 5 | -9
39 | O=C(C[C@H]1CC[C@@H](NS(=O)(=O)c2ccccc2)[C@@H](CO)O1)NCc1ccncn1 | -2 | 0 | -7 | .
40 | COc1cccc(-c2nnc(SCC(=O)NC3CCS(=O)(=O)C3)n2C)c1 (stereo not given) | 0 | -8 | -1 | -4
41 | CCN1CCN(c2cc(=O)n(-c3cc(Cl)ccc3C)c(=O)[nH]2)CC1 | -9 | -64 | 29 | 13
42 | NC(=O)c1ccc2nc(-c3ccccc3)c(-c3ccccc3)nc2c1 | 7 | -16 | -6 | -4
43 | Cc1noc(C)c1S(=O)(=O)Nc1ccc2c(c1)C(=O)N([C@H](C)CO)C[C@H](C)[C@H](CN(C)Cc1ccc(C(=O)O)cc1)OCCCC[C@H](C)O2 | -4 | -6 | . | 1
44 | COC(c1ccccc1)c1nnc(CCC(=O)N(C)C(C2CC2)C2CC2)o1 (stereo not given) | . | -30 | . | 6
45 | CCCCN1CC(COCc2ccccc2)Oc2cccc(NCc3cc(OC)c(OC)c(OC)c3)c2S1(=O)=O (stereo not given) | . | 4 | . | -3

No. | Casp6 inh | SIRT5 inh | S100A4 MyoIIA
31 | -1 | 0 | -1
32 | -1 | -2 | -12
33 | 2 | 1 | 1
34 | -1 | -4 | 3
35 | -1&3 | 0&-2 | -8&-2
36 | -40 | 15 | 2
37 | 0 | -3 | -1
38 | . | . | .
39 | 1 | 21* | -7
40 | -1 | -4 | 0
41 | . | . | .
42 | -6 | -10 | -8
43 | 1 | 7 | -22
44 | 1 | 15* | 1
45 | 1 | . | 27

In another format: results already given
Each structure is followed by: esBAF inh	LGR2 inh	Statin myotox sup	FN deposition inh	Casp6 inh	SIRT5 inh	S100A4 MyoIIA
40	COc1cccc(-c2nnc(SCC(=O)NC3CCS(=O)(=O)C3)n2C)c1 (stereo not given)
→ 0	-8	-1	-4	-1	-4	0
41	CCN1CCN(c2cc(=O)n(-c3cc(Cl)ccc3C)c(=O)[nH]2)CC1
→ -9	-64	29	13	.	.	.
42	NC(=O)c1ccc2nc(-c3ccccc3)c(-c3ccccc3)nc2c1
→ 7	-16	-6	-4	-6	-10	-8

(cont.)
No. | SMILES | esBAF inh | LGR2 inh | Statin myotox sup | FN deposition inh
46 | CCc1cc2c(=O)n(CC(=O)NC3CCCCC3)cnc2s1 | 0 | -10 | 6 | .
47 | COc1ccc([N+](=O)[O-])cc1NC(=O)C(C)N1CCCC1 (stereo not given) | -2 | 3 | 5 | 10
48 | NC(=O)C1CCCN(C(=S)Nc2ccccc2)C1 (stereo not given) | . | 12 | . | -1
49 | CCC(=O)Nc1ccc2c(c1)C(=O)N(C)C[C@@H](OC)[C@H](C)CN(Cc1cc(-c3ccccc3)on1)[C@H](C)CO2 | 12 | -4 | -1 | 22
50 | O=C(CSc1c2c(nc3cc(Cl)ccc13)CCCC2)NCCN1CCOCC1 | . | 9 | . | -14
51 | CCc1ccc(OCC(=O)Nc2ncn[nH]2)cc1 | 8 | . | -3 | 1
52 | O=c1[nH]c(SCc2cccc(F)c2)nc2ccccc12 | . | -12 | . | 8
53 | Cc1ccccc1NC(=O)COc1ccc2oc(=O)cc(C)c2c1 | 2 | 6 | 3 | 1
54 | CC(=O)Nc1ccc(NS(=O)(=O)c2cccc3nonc23)cc1 | -4 | 16 | -4 | 9
55 | CC1CCCCN1C(=O)CN1C(=O)NC2(CCCCC2C)C1=O (stereo not given) | 1 | 11 | -3 | 7
56 | COC(=O)C[C@H]1CC[C@@H]2[C@H](COc3ccc(NS(=O)(=O)c4ccccc4Cl)cc3C(=O)N2C)O1 | -3 | 1 | 8 | 1
57 | O=C(Nc1ccccc1F)n1ncc2cc(Cl)ccc21 | -2 | -21 | -8 | -4
58 | C[C@@H]1CCCCO[C@@H](CN(C)CC2CC2)[C@H](C)CN([C@@H](C)CO)C(=O)c2cc(NC(=O)c3ccccc3)ccc2O1 | . | 13 | . | -2
59 | O=C(NCC1COc2ccccc2O1)C1CCCN(S(=O)(=O)c2cnc[nH]2)C1 (stereo not given) | -5 | 10 | -5 | 8
60 | C[C@H]1CN([C@@H](C)CO)C(=O)Cc2cc(NC(=O)CCN3CCOCC3)ccc2O[C@@H]1CN(C)C(=O)Nc1ccc(C(F)(F)F)cc1 | 3 | -5 | -3 | -3

No. | Casp6 inh | SIRT5 inh | S100A4 MyoIIA
46 | -2 | -5 | 11
47 | 3 | 0 | 0
48 | 6 | -2 | 4
49 | -2 | . | -11
50 | 0 | -2 | -1
51 | -2&-1 | -1&-1 | -6&-1
52 | 3 | -2 | 1
53 | 0 | -2 | -4
54 | 3 | -2 | -4
55 | -1 | -4 | 0
56 | -2 | -5 | 4
57 | -1 | -3 | 1
58 | . | . | 9
59 | -3 | . | 0
60 | 2 | -4 | 10

Screening data: PubChem, Broad Institute

These rows are one share of the data; rates above refer to the full screens.
